GPR55 activation – selective activators of receptor GPR55 – imaging, U2OS cells, beta-arrestin-GFP redistribution, primary screen (AID 1961); 290,000 tested, 0.048% active; U2OS GPR55 beta-arrestin-GFP redistribution imaging; higher % means a stronger effect; one-dose activation, % at 10 µM; EC50 in µM for titrated hits;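 active = activation above 40% with more than 50 cells counted in the well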;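 note: U2OS osteosarcoma cells stably expressing GPR55 and beta-arrestin-GFP; plate controls were DMSO negative control for no effect and LPI positive control for full effect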
NOD1 NF-kB reporter – inhibition of NOD1-driven NF-kB reporter – cell-based, luminescence, uHTS, primary screen (AID 1578); 290,000 tested, 1% active; NOD1-driven NF-kB luciferase reporter cells, luminescence; higher % means a stronger effect; inhibition, % at 4 µM, or EC50 in µM where a hit was titrated; in the data active = inhibition mostly above about 36%, no sharp cut-off; inactive = mostly below about 34%;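 note: HEK-293T reporter cells stimulated with the NOD1 agonist gamma-tri-DAP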
NTR1 agonist – agonists of NTR1, primary screen, imaging, U2OS cells, beta-arrestin-GFP, high content (AID 493036) | activation, % at 20 µM | 330,000 tested, 0.17% active | NTR1-U2OS beta-arrestin-GFP spot imaging, agonist mode;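 active = activation at or above 40% of the spot to cytoplasm intensity ratio, with at least 20 cells analyzed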;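 note: 0% = DMSO without peptide and 100% = 100 nM NTR1 peptide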
Target sequence (P30989 whole entry, looked up): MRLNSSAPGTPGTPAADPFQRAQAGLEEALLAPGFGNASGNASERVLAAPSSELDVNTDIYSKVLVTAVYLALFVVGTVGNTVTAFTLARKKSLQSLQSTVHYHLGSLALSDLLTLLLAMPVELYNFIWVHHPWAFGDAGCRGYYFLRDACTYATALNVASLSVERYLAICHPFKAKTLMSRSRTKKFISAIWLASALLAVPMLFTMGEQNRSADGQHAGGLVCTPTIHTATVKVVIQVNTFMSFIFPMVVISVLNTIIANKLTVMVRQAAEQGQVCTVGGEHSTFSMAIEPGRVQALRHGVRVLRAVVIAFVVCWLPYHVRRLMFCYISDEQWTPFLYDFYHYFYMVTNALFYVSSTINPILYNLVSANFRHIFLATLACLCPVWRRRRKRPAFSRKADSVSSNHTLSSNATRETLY
Rac1 GTP hydrolysis – MgcRacGAP GTPase-activating activity inhibitors, confirmation, biochemical, ADP Hunter fluorescence. MgcRacGAP-stimulated Rac1 GTP hydrolysis, ADP Hunter fluorescence; higher % means a stronger effect; GST-tagged Rac1 F28L mutant substrate. inhibition, % at 30 µM; hits with a dose series show IC50 in µM. 340,000 tested, 0.6% active. AID 624330;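 active = first-screen hits whose inhibition reached a set limit at any dose in the follow-up dose series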;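 note: fluorescence reports GDP produced by GAP-driven GTP hydrolysis; strong numbers were not always called active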
KOR beta-arrestin-1 – kappa opioid receptor activators – cell-based, luminescence, uHTS, primary screen (AID 1777) | activation, % at 10 µM, or EC50 in µM where a hit was titrated | 280,000 tested, 0.02% active | KOR beta-arrestin recruitment, luminescence; higher % means a stronger effect; in the data active = activation above about 50%, passing the limit was not always enough; note: a part of the inactive calls stands beside numbers as strong as those of hits
GPR35 antagonists – inhibition of zaprinast-stimulated GPR35 beta-arrestin translocation – imaging, U2OS, beta-arrestin-GFP, zaprinast agonist, primary screen (AID 2058); U2OS GPR35 beta-arrestin-GFP translocation imaging, zaprinast antagonism; higher % means a stronger effect; one-dose inhibition, % at 10 µM; IC50 in µM for titrated hits; 290,000 tested, 0.052% active;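 active = inhibition of at least 50% with at least 30 cells and total cytoplasm GFP at most 10,000,000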
K1F lysis inhibition – inhibition of K1F phage lysis, E. coli UTI89, bacterial capsule biogenesis inhibitors, alamar blue (AID 488966); E. coli UTI89 K1F phage lysis, alamar blue, 2 h; higher % means a stronger effect; inhibition, % at 100 µM; hits with a dose series show IC50 in µM; 340,000 tested, 0.02% active;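 active = phage lysis inhibition, versus mean bacterial control, above a set limit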;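 note: capsule biogenesis inhibitors block K1F phage lysis so surviving cells raise fluorescence; higher fluorescence means more inhibition of phage lysis; actives were called in the ten point dose series up to 300 µM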
KOR beta-arrestin-2 – kappa opioid receptor blockers – cell-based, luminescence, uHTS (AID 1778) | KOR beta-arrestin recruitment, luminescence, antagonist mode; higher % means a stronger effect | inhibition, % at 10 µM; hits with a dose series show IC50 in µM | 290,000 tested, 0.091% active; in the data active = inhibition above about 50%; note: strong numbers were not always called active
GPR55 antagonists – inhibition of LPI-stimulated GPR55 beta-arrestin translocation – imaging, U2OS, beta-arrestin-GFP, LPI agonist, primary screen (AID 2013) | U2OS GPR55 beta-arrestin-GFP translocation imaging, LPI antagonism; higher % means a stronger effect | 290,000 tested, 0.13% active | inhibition, % at 10 µM; hits with a dose series show IC50 in µM;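 active = spots per cell inhibited over 60%, with over 100 cells counted and total cytoplasm intensity under 500,000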;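 note: U2OS cells stably carrying GPR55 and arrestin-GFP stimulated by 5 µM LPI near EC80; imaged beta-arrestin-GFP aggregate spots per cell after agonist stimulation; plate controls were LPI-stimulated DMSO wells for no effect and DMSO wells without LPI for full effect; some results filed as inactive read as strong as hits; confirmed hits need IC50 under 10 µM and bright autofluorescent wells are also inconclusive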
NTR1 agonist cell count 20 µM – second read-out of NTR1 agonist, no call of its own (marks repeat the call); cell count; measured here: cell count, cytotoxicity flag
* = called active by the depositor; / = no result given; [ ] = dose if it differs, or a comment. Some of the compounds tested, so the mix of outcomes need not match the whole.

SMILES	GPR55 activation	NOD1 NF-kB reporter	NTR1 agonist	NTR1 agonist cell count 20 µM	Rac1 GTP hydrolysis	KOR beta-arrestin-1	GPR35 antagonists	K1F lysis inhibition	KOR beta-arrestin-2	GPR55 antagonists
COc1ccc(Nc2nc(N)c([N+](=O)[O-])c(NC3CCCCC3)n2)cc1	-0.1%	-1%	46*	53*	5%	-0.8%	8%	1.7%	-10%	-2%
CCOC(=O)C(CCC(=O)O)(CCC(C)C)c1csc(N)n1 (stereo not drawn)	0.2%	-10%	15	92	6%	/	2%	0.0%	0%	-6%
CCOC(=O)C(NCc1ccc(F)cc1)(NC(=O)c1ccccc1)C(F)(F)F (stereo not drawn)	0.0%	29%	0.8	88	7%	6.1%	-2%	0.0%	-16%	-4%
CC1CCCCC1NC(=O)CCCCCn1c(=S)[nH]c2ccsc2c1=O (stereo not drawn)	0.2%	-3%	0.8	47	7%	-2.0%	-18%	0.1%	-6%	-1%
COC(=O)c1ccc(Cn2c(O)c(N=NC(N)=S)c3ccccc32)o1	-0.2%	-5%	2.4	50	17%	4.7%	7%	-0.2%	-29%	6%
CC(C)c1ccc(/C=C/C(=O)N2CCc3ccccc3C2)cc1	-0.3%	-28%	3.8	80	7%	-6.5%	-2%	2.7%[50 µM]	13%	-2%
NNC(=O)COc1cccc(Oc2ccccc2)c1	-0.2%	-19%	2.9	74	4%	-3.1%	-9%	0.1%	23%	7%
O=C(NCc1nnc(SCc2ccc(F)cc2)n1-c1ccccc1)C12CC3CC(CC(C3)C1)C2	-0.1%	-25%	0.2	48	12%	-1.8%	-5%	2.9%	-4%	18%
O=C(NCc1ccccc1Cl)NCc1ccccc1Cl	-0.1%	-13%	1.9	46	16%	0.4%	14%	0.1%	-10%	19%
N#Cc1ccc(NC(=O)COC(=O)CSc2nnc(-c3ccc(Cl)cc3)o2)cc1	-0.1%	-8%	0.0	62	-13%	-1.7%	-14%	0.0%	0%	5%
COc1ccc(CN2CCC(Oc3ccc(C(=O)N4CCCCC4)cc3)CC2)cc1C	-0.1%	-28%	0.4	62	6%	-1.8%	7%	0.2%[50 µM]	-12%	13%
CCC(C)N1CC(C(=O)NC2CCCCC2)CC1=O (stereo not drawn)	0.0%	-19%	-0.7	30	12%	1.3%	5%	0.3%	5%	22%
CC(C)Cn1c(SCC(=O)N2CCN(S(=O)(=O)c3ccccc3)CC2)nc2ccccc21	0.4%	9%	0.4	36	0%	-0.2%	3%	-0.9%	-26%	-1%
O=C(CSc1nc2nccnc2c(=O)n1Cc1cccs1)Nc1ccccc1F	1.6%	2%	1.6	71	6%	-0.9%	11%	-0.2%	2%	-5%
Cc1cc(C(=O)N/N=C/c2cccnc2)n[nH]1	0.0%	-10%	-1.1	62	1%	0.2%	11%	-0.1%	-11%	6%
CCOC(=O)c1sc(NC(=O)CSc2ncccn2)c(C#N)c1C	0.0%	-31%	/	/	1%	-4.6%	2%	4.6%	7%	1%
CC(=O)OCC(=O)Nc1ccccc1C	0.6%	-22%	-1.2	36	2%	-2.1%	-3%	-0.4%	10%	2%
COc1ccc(N(CC(=O)NCCC(C)C)C(=O)c2snc(C(=O)NC3CCCCC3)c2N)c(OC)c1	0.2%	-43%	-0.9	31	1%	-1.6%	9%	1.0%	-41%	-2%
Cc1ccc(NCC(=O)N/N=C\c2ccc[nH]2)cc1	0.2%	3%	0.5	43	/	0.8%	11%	/	26%	4%
O=c1[nH]c(Cc2ccccc2)nc2scc(-c3ccccc3)c12	0.2%	-22%	3.0	43	6%	-7.7%	-2%	0.9%	33%	0%
O=C(CSc1nc2ccccc2c(=O)n1-c1ccccc1)N/N=C/C=C/c1ccccc1[N+](=O)[O-]	-0.4%	3%	1.9	36	9%	-4.3%	1%	0.9%	0%	6%
Cn1ncc2c(Sc3ccc(Cl)cc3)ncnc21	-0.1%	7%	0.3	91	9%	-0.4%	3%	0.1%	8%	-10%
CCCCC(c1nnnn1C(C)C)N1CCN(C(=O)c2ccco2)CC1 (stereo not drawn)	1.0%	-10%	0.9	52	5%	1.9%	-2%	0.1%	-51%	4%
COc1cc(/C=N/NC(=O)CCN2CCN(c3ccccc3)CC2)cc(OC)c1OC	0.2%	-36%	1.6	84	5%	-1.8%	20%	-0.1%	10%	-7%
C=CC[n+]1c(C)csc1Nc1ccc(C)cc1	-0.3%	-62%	0.3	101	9%	0.7%	-2%	-0.1%	12%	10%
CCSCc1nnc(SCC(=O)Nc2nccs2)n1CC	-0.1%	-21%	-0.2	51	7%	-2.8%	5%	0.2%	10%[20 µM]	-5%
CC(C)(C)C(=O)COC(=O)c1ccc2c(c1)C(=O)N(Cc1ccco1)C2=O	0.3%	-14%	0.1	55	-1%	-2.2%	10%	0.1%	-5%	5%
Oc1ccc(CN2CCc3ccccc3C2)c2cccnc12	-0.1%	-27%	3.3	74	6%	-7.2%	-12%	0.0%	14µM*	11%
CCN1C(=O)c2ccc(C(=O)Nc3c(C)cc(C)cc3C)cc2C1=O	-0.2%	-14%	0.6	48	-3%	-2.4%	-6%	-0.2%	0%	-4%
CC12COC3(C(=O)Nc4nccs4)CC1CCC32C (stereo not drawn)	-0.1%	37%	-2.1	80	13%	0.2%	14%	0.6%	-4%	5%
CCNC(=S)NCc1ccc2c(c1)OCO2	-0.2%	-35%	3.6	41	15%	1.3%	-1%	2.2%	36%	8%
CC(=O)c1sc(NC(=O)C2(F)C(F)(F)C(F)(F)C(F)(F)C(F)(F)C2(F)F)nc1C	0.2%	77%	3.4	46	1%	5.3%	-15%	1.2%	-64%	-9%
CCOC(=O)c1c(N)sc2c1C1CCN2CC1	-0.2%	5%	2.7	40	5%	-12%	-2%	1.6%	-1%	6%
CCOc1ccc(-c2nnn(CC(=O)NCc3cccs3)n2)cc1	-0.6%	-47%	3.9	56	4%	-3.7%	-2%	0.0%	-5%	-4%
O=C(NCc1ccc(F)cc1)c1ccc(CS(=O)(=O)c2ccc(Br)cc2)o1	-0.2%	1%	-1.4	58	-21%	-2.7%	-6%	0.7%[50 µM]	25%	-6%
Cc1ccc(-n2nc(C)cc2NC(=O)CC#N)cc1	-0.3%	-39%	1.2	33	6%	0.8%	4%	-0.1%	-59%	4%
CC1=CCC2C(=O)N(c3ccc(Br)cc3C)C(=O)C2C1 (stereo not drawn)	-0.2%	-16%	17	85	4%	-2.5%	-2%	0.2%	-1%	17%
CC(C)(C)c1ccc(Cn2nnc3c(=O)[nH]c(C4CCN(C(=O)Cc5cccs5)CC4)nc32)cc1	-0.2%	29%	18	55	13%	-4.9%	11%	0.8%	-8%	3%
O=C(Nc1nc2ccc([N+](=O)[O-])cc2s1)c1ccncc1	-0.1%	0%	0.0	61	8%	-1.9%	-14%	-0.2%	26%	10%
Cc1nn(CCC(=O)N2CCN(S(=O)(=O)c3ccc(Cl)cc3)CC2)c(C)c1C	-0.1%	-14%	-0.7	35	5%	0.3%	3%	0.0%	-17%	10%
COc1cc(/C=N/Nc2ccc(Cl)c(C(=O)O)c2)ccc1OC(=O)c1ccco1	0.3%	-5%	-1.1	50	-5%	-4.0%	22%	0.1%	22%	9%
CCN(C1CCCCC1)S(=O)(=O)c1ccc(S(=O)(=O)N2CCN(CCC#N)CC2)cc1	0.2%	-11%	4.3	50	8%	-4.1%	8%	2.8%	2%	2%
CCCN(CCC)C(=O)c1cc2c(=O)n3cccc(C)c3nc2s1	-0.1%	-12%	2.9	90	3%	-1.0%	-8%	-0.5%[50 µM]	-7%	-2%
CCn1c(C)cs/c1=N\C(=S)Nc1ccccc1C	-0.4%	-18%	0.7	58	6%	1.1%	1%	3.3%	4%	6%
Cc1cccc(N2CCN(C(=O)Cn3c(=O)[nH]c4ccsc4c3=O)CC2C)c1 (stereo not drawn)	-0.2%	20%	-1.5	83	8%	-3.8%	-2%	0.9%	-33%	-3%
CNC(=S)NCc1ccc(OC)cc1	-0.2%	-28%	-0.7	48	4%	0.3%	-1%	2.1%	/	2%
COc1ccc(NC(=S)NNc2ccc(S(=O)(=O)Nc3ccccc3C(=O)O)cc2[N+](=O)[O-])cc1	-0.1%	2%	-1.0	65	28%	-1.5%	-2%	-2.4%[50 µM]	-18%	-4%
c1nc(NCCN2CCOCC2)c2c3c(sc2n1)CCCCC3	0.2%	-19%	/	/	3%	8.0%	-2%	1.6%	-8%	0%
O=C(COC(=O)c1ccc2ccccc2n1)c1ccccc1	-0.3%	-23%	-1.3	63	1%	-4.7%	1%	0.7%	16%	5%
COc1ccccc1N1CC(C(=O)Nc2nnc(SCC(=O)NC(C)C)s2)CC1=O (stereo not drawn)	0.2%	-32%	1.4	53	9%	-1.1%	2%	0.4%[50 µM]	-18%	13%
Cc1cccc(NC(=O)Nc2cccnc2)c1C	-0.1%	-38%	-0.4	65	9%	-3.3%	-10%	0.1%	4%	3%
CC(NC(=O)C1CCC(CNS(=O)(=O)c2ccccc2)CC1)c1ccccc1 (stereo not drawn)	0.3%	-16%	-1.4	92	/	-1.3%	10%	0.1%	7%	-7%
CC(C)Cc1nc(N2CCOCC2)c(C#N)c2c1CCC2	0.0%	-27%	-3.2	96	5%	4.2%	22%	1.1%	-8%	12%
Brc1ccc(N=NNc2ccccc2)cc1	-0.2%	-62%	1.7	60	8%	-0.6%	16%	-0.1%	-21%	0%
Cc1cccc(NC(=O)CCNS(=O)(=O)c2cccc3nsnc23)c1C	-0.2%	-39%	-1.3	44	3%	-0.2%	-4%	0.5%	-17%	11%
CCOC(=O)C1CCCN(C(=O)c2ccc3c(c2)OCO3)C1 (stereo not drawn)	0.6%	-29%	0.3	91	1%	-3.2%	-6%	-0.2%	-4%	-7%
CC(C)OC(=O)C1Cc2ccccc2CN1S(=O)(=O)c1cccs1 (stereo not drawn)	0.3%	-32%	1.5	30	8%	0.3%	9%	-0.2%	-26%	6%
O=C(c1cc2nc(-c3ccc(F)cc3)cc(C(F)(F)F)n2n1)N1CCOCC1	-0.3%	-9%	0.8	73	10%	2.3%	-2%	0.9%	13%	-1%
